From PubChem BioAssay
Pf Dd2 growth – blocks growth of Plasmodium falciparum Dd2 parasites. P. falciparum Dd2 growth, SYBR Green, 72 h; active compounds read low. activity change, % at 10 µM. 94,000 tested, 2.3% active; in the data active = activity change below about -80%
GASC1 inh – KDM4C (human) demethylase inhibition; Q9H3R0; GST-KDM4C 2-372, H3K9me3 peptide, LANCE TR-FRET; inhibition, % at 12.5 µM; 96,000 tested, 0.15% active;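 active = mean replicate inhibition above about 25%, with at least 55% of replicates also reaching it, limit read from the data, passing the limit was not always enough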
Target sequence (Q9H3R0 2-372 limits assumed): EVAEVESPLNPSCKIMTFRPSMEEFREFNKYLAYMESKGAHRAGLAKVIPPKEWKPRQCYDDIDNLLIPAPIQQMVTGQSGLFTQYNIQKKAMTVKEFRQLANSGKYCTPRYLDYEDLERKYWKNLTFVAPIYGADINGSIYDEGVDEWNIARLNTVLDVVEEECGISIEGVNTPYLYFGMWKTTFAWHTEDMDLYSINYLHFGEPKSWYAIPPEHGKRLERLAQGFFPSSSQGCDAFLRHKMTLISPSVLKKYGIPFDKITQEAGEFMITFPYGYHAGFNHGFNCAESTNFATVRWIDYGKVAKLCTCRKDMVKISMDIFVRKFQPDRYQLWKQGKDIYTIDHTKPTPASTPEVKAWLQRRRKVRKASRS
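Material: GST-tagged GASC-1 (JMJD2C) catalytic fragment, aa 2-372. Input: enzyme final amount 10 nM. Medium: HEPES buffer, pH 7.5, plus ascorbate. Reagent: H3K9me3 peptide substrate, Fe(II), 2-oxoglutarate. Doses: single dose. Times: reaction 30 min RT, detection step 1 h RT. Measured by: LANCE TR-FRET. Evaluation: Fall in 671/618 emission ratio as inhibition.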
C diff HTS – blocks growth of Clostridium difficile | Clostridium difficile clinical isolate growth, OD600, 24 h; active compounds read low | growth activity, negative = inhibition, % at 16 µg/mL (by protocol) | 86,000 tested, 0.25% active | AID 1259249;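 active = mean growth activity at or below -80% and every replicate also at or below -80%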;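 also: 0% = DMSO wells and -100% = levofloxacin 16 µg/mL wells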
Tcruzi prolif – T. cruzi proliferation inhibition; AID 624255; T. cruzi beta-gal in NIH3T3, GalScreen luminescence, 90 h; inhibition, % at 8.34 µM; 77,000 tested, 5.9% active;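 active = mean inhibition above about 93%, with at least 55% of replicates each passing it, limit read from the data, passing the limit was not always enough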
An asterisk follows results filed as active; . = no result given; & = joins results of further samples.

SMILES	Pf Dd2 growth	GASC1 inh	C diff HTS	Tcruzi prolif
CCCNC(=O)N(C)C[C@@H]1Oc2cc(C#CC(C)C)ccc2S(=O)(=O)N([C@@H](C)CO)C[C@@H]1C	-12	1.8	-5	31
C[C@@H]1CN([C@@H](C)CO)C(=O)c2cc(NC(=O)Nc3ccc(F)cc3)ccc2O[C@@H](C)CCCCO[C@H]1CN(C)C(=O)C1CCCCC1	-52	0.1	1	82
COc1ccc(S(=O)(=O)N(C)C[C@@H]2Oc3ccc(NC(=O)Cc4cn(C)c5ccccc45)cc3C(=O)N([C@H](C)CO)C[C@H]2C)cc1	-46	-0.3	-5	21
O=C(C[C@H]1CC[C@@H]2[C@H](COC[C@H](O)CN2Cc2cocn2)O1)N[C@@H]1CCN(Cc2ccccc2)C1	34	1.6	5&-3	11
C/C=C/c1cnc2c(c1)C(=O)N([C@@H](C)CO)C[C@H](C)[C@H](CN(C)C(=O)C1CCOCC1)O2	68	-0.4	0	38
COc1ccc(CN(C)C[C@H]2OCCCC[C@H](C)Oc3ccc(NS(=O)(=O)c4ccc(C)cc4)cc3C(=O)N([C@H](C)CO)C[C@H]2C)cc1	-68	-0.1	.	.
COCC(=O)N(C)C[C@@H]1Oc2cc(C3=CCCCC3)ccc2S(=O)(=O)N([C@H](C)CO)C[C@H]1C	14	1.2	4	10
COc1ccc2c3c([nH]c2c1)[C@H](CO)N(C(=O)CC1CC1)CC31CCN(Cc2cccnc2)CC1	6	0.1	7	.
C[C@H]1CN([C@@H](C)CO)S(=O)(=O)c2ccc(C#Cc3cccc(F)c3)cc2O[C@H]1CN(C)C	-71	0.7	5	-26
O=C(NCC[C@H]1CC[C@@H](NS(=O)(=O)c2ccccc2F)[C@H](CO)O1)c1ccc(F)cc1	-53	0.0	.	61
COc1ccc2c3c(n(C)c2c1)[C@H](CO)N(C(=O)c1ccncc1)CC31CCN(CC2CC2)CC1	19	0.4	-4	.
O=C(N[C@H]1CC[C@H](CCNS(=O)(=O)c2ccc(F)cc2)O[C@H]1CO)c1cnccn1	7	2.1	-3	-45
O=C(C[C@H]1CC[C@H]2[C@@H](COC[C@@H](O)CN2S(=O)(=O)c2ccccc2)O1)Nc1ccccc1	2	0.5	10	32
O=C(C[C@H]1CC[C@@H]2[C@H](COC[C@H](O)CN2Cc2ccc3c(c2)OCO3)O1)N1CCOCC1	1	-0.5	.	26
C[C@@H](NC(=O)C[C@H]1CC[C@H]2[C@@H](COC[C@H](O)CN2Cc2ccc(C(F)(F)F)cc2)O1)c1ccccc1	4	1.5	2&-5	73
O=C(Nc1cc(F)ccc1F)N1CC(=O)N2[C@H](CO)[C@H](c3ccc(C#CC4CCCCC4)cc3)[C@@H]2C1	-47	-1.0	46	.
CC(=O)N(C)C[C@@H]1Oc2cc(-c3cccc(F)c3)ccc2S(=O)(=O)N([C@@H](C)CO)C[C@@H]1C	-9	1.8	-3	20
C[C@@H]1CN([C@@H](C)CO)C(=O)c2cc(C3=CCCC3)cnc2O[C@H]1CN(C)C(=O)Nc1ccccc1	-18	10	-2	.
O=C(C[C@H]1CC[C@H]2[C@@H](COC[C@H](O)CN2C(=O)Nc2ccc(Cl)c(Cl)c2)O1)NCc1ccccc1	-1	0.5	.	51
CC(C)NC(=O)Nc1ccc2c(c1)C(=O)N([C@@H](C)CO)C[C@H](C)[C@H](CN(C)Cc1ccc(Cl)c(Cl)c1)O2	-2	0.3	0	2
C[C@@H]1CN([C@H](C)CO)C(=O)Cc2cc(NC(=O)Cc3cn(C)c4ccccc34)ccc2O[C@@H]1CN(C)C(=O)NC1CCCCC1	-59	-0.5	3	9
Cc1ccc(-c2ccc([C@H]3[C@@H](CO)N4CCCCN(C(=O)c5ccc(F)cc5)C[C@@H]34)cc2)cc1	-13	-0.9	49	113*
C[C@H](CO)N1C[C@H](C)[C@@H](CN(C)S(=O)(=O)c2ccc(F)cc2)OCc2cn(nn2)CCCC1=O	0	.	3	-20
Cc1noc(C)c1NC(=O)N(C)C[C@H]1Oc2c(cccc2N(C)C)C(=O)N([C@H](C)CO)C[C@H]1C	-47	-0.4	1	-30
COc1ccc(NC(=O)Nc2ccc3c(c2)CC(=O)N([C@H](C)CO)C[C@@H](C)[C@H](CN(C)S(=O)(=O)c2ccc(OC)cc2)O3)cc1	1	-0.2	-13	10
CCC(=O)N1CC2(CCN(C(=O)NC(C)C)CC2)c2c(n(C)c3cc(OC)ccc23)[C@@H]1CO	11	0.1	-2	.
Cc1noc(C)c1NC(=O)N(C)C[C@@H]1Oc2ccc(NC(=O)NC3CCCCC3)cc2CC(=O)N([C@H](C)CO)C[C@H]1C	9	0.2	3	29
COc1ccc(NC(=O)N(C)C[C@@H]2OCCCC[C@H](C)Oc3ccc(N(C)C)cc3C(=O)N([C@@H](C)CO)C[C@@H]2C)cc1	.	-1.0	-1	1
CN1c2ccc(C#Cc3ccccc3F)cc2[C@@H]2[C@@H](CCN2C(=O)Cc2cccnc2)[C@H]1CO	-26	0.1	-4	76
CCC(=O)Nc1ccc2c(c1)OC[C@@H](C)N(C(=O)c1ccccn1)C[C@@H](C)[C@H](OC)CN(C)C2=O	.	0.7	-8	-54
COc1ccccc1-c1cnc2c(c1)C(=O)N([C@H](C)CO)C[C@@H](C)[C@H](CN(C)Cc1ccncc1)O2	-17	0.8	-1	55
CN1C(=O)c2cc(NC(=O)C3CC3)ccc2OC[C@@H]2O[C@H](CC(=O)NCCc3ccncc3)CC[C@@H]21	-7	-0.6	-1	-5
C[C@@H]1CCCCO[C@H](CN(C)C)[C@@H](C)CN([C@H](C)CO)C(=O)c2cc(NS(C)(=O)=O)ccc2O1	.	0.2	-3	8
C[C@H](CO)N1C[C@H](C)[C@@H](CN(C)C(=O)c2ccc3c(c2)OCO3)Oc2ncc(C#CCN(C)C)cc2C1=O	13	6.3	-1	.
Cc1ccc(S(=O)(=O)N(C)C[C@H]2Oc3ccc(NC(=O)Nc4ccccc4)cc3CC(=O)N([C@@H](C)CO)C[C@H]2C)cc1	-73	0.6	10	-44
CC(C)CC#Cc1ccc([C@@H]2[C@@H](CO)N3CCCCN(C(=O)Nc4ccccc4)C[C@@H]23)cc1	9	-1.0	55	111*
C[C@@H]1CCCCO[C@H](CN(C)C(=O)Nc2ccc3c(c2)OCO3)[C@H](C)CN([C@H](C)CO)C(=O)c2cc(NC(=O)Nc3ccccc3)ccc2O1	-47	-0.1	13	108*
Cc1noc(C)c1NC(=O)Nc1ccc2c(c1)C(=O)N([C@H](C)CO)C[C@H](C)[C@@H](CN(C)CC1CCCCC1)OCCCC[C@H](C)O2	5	0.0	4	31
C/C=C/c1ccc([C@@H]2[C@H]3CN(C(=O)c4cnccn4)CC(=O)N3[C@H]2CO)cc1	-5	0.1	8	.
CC(C)NC(=O)Nc1ccc2c(c1)C(=O)N([C@H](C)CO)C[C@H](C)[C@H](CN(C)C(=O)Nc1cccc3ccccc13)OCCCC[C@H](C)O2	-77	-0.8	2	88

An excerpt from above in order of their number in C diff HTS, high to low.
SMILES,C diff HTS
C[C@@H]1CCCCO[C@H](CN(C)C(=O)Nc2ccc3c(c2)OCO3)[C@H](C)CN([C@H](C)CO)C(=O)c2cc(NC(=O)Nc3ccccc3)ccc2O1,13
C/C=C/c1ccc([C@@H]2[C@H]3CN(C(=O)c4cnccn4)CC(=O)N3[C@H]2CO)cc1,8
CN1C(=O)c2cc(NC(=O)C3CC3)ccc2OC[C@@H]2O[C@H](CC(=O)NCCc3ccncc3)CC[C@@H]21,-1

(cont.)
SMILES	Pf Dd2 growth	GASC1 inh	C diff HTS	Tcruzi prolif
C[C@@H]1CN([C@@H](C)CO)C(=O)Cc2cc(NC(=O)Cc3cn(C)c4ccccc34)ccc2O[C@H]1CN(C)S(C)(=O)=O	13	-0.8	3	29
C[C@@H]1CN([C@H](C)CO)C(=O)c2cc(NS(=O)(=O)c3ccccc3)ccc2O[C@@H]1CN(C)CC1CCCCC1	-13	4.0	8	50
N#C[C@@H]1[C@H](c2ccc(C3=CCCC3)cc2)[C@@H](CO)N1C(=O)C1CC1	20	2.8	1	65
C[C@H](CO)N1C[C@H](C)[C@H](CN(C)CC2CC2)OCCCC[C@H](C)Oc2ccc(NS(=O)(=O)c3ccccc3)cc2C1=O	-41	8.0	-5	75
O=C(NC1CCCCC1)N[C@H]1CC[C@@H](CCNS(=O)(=O)c2ccc(F)cc2)O[C@@H]1CO	11	0.1	1	-28
O=C(NCc1ccccc1Cl)[C@H]1[C@H](CO)[C@H]2Cn3c(cccc3=O)[C@H]2N1C(=O)C1CCCC1	-4	0.3	8	67
COC(=O)C[C@@H]1CC[C@@H]2[C@@H](COc3ccc(NS(=O)(=O)c4ccc(F)cc4)cc3C(=O)N2C)O1	25	0.7	-7	91
Cc1noc(C)c1NC(=O)N(C)C[C@H]1OCCCC[C@H](C)Oc2ccc(NS(C)(=O)=O)cc2C(=O)N([C@@H](C)CO)C[C@@H]1C	27	1.9	4	41
O=S(=O)(N[C@@H]1CC[C@H](CCn2cc(C3(O)CCCC3)nn2)O[C@@H]1CO)c1ccc(F)cc1	-13	1.1	0	-48
COCC(=O)N1CC2(C1)[C@@H](c1ccccc1)[C@@H](CO)N2C(=O)c1ccccc1	10	0.8	3	.
O=C(C1CCOCC1)N1CC(=O)N2[C@H](C1)[C@@H](c1ccc(C#CCc3ccccc3)cc1)[C@@H]2CO	-49	-0.5	8	.
COc1cccc(-c2ccc([C@@H]3[C@H](CO)N4CCCCN(S(=O)(=O)c5cn(C)cn5)C[C@@H]34)cc2)c1	2	-1.1	-3	35
CN(C)C(=O)c1cccc(-c2ccc([C@H]3[C@H]4CN(C(=O)C5CC5)CC(=O)N4[C@H]3CO)cc2)c1	-14	0.0	1	.
COCC(=O)N1[C@H](CO)[C@H]2c3ccccc3N(C)C[C@H]21	20	-1.9	-4	2
CO[C@@H]1CC[C@@H]2CCN(C)C(=O)C[C@H](c3ccccc3)CN(C)C(=O)c3cccc(C#N)c3OC[C@H]1O2	.	-0.5	-5	2
CC(C)OC(=O)N(C)C[C@@H]1OCc2cn(nn2)CCCC(=O)N([C@H](C)CO)C[C@@H]1C	30	-0.3	0	0
O=S(=O)(c1ccccc1F)N1C[C@H]2[C@@H](c3ccccc31)[C@@H](CO)N2Cc1ccc2c(c1)OCO2	-26	-8.3	-6	99*
CCCC(=O)Nc1ccc2c(c1)OC[C@@H](C)N(C)C[C@H](C)[C@H](OC)CN(C)C2=O	.	1.1	-2	38
COc1ccc(CN(C)C[C@H]2OCCCC[C@@H](C)Oc3ccc(NS(=O)(=O)c4ccccc4)cc3C(=O)N([C@@H](C)CO)C[C@@H]2C)cc1	-53	1.0	-1	-138
CO[C@@H]1CN(C)C(=O)c2cc(NC(=O)Nc3cccc(Cl)c3)ccc2OC[C@@H](C)NC[C@@H]1C	-85*	0.1	.	-5
COc1cccc(-c2ccc3c(c2)[C@H]2[C@H](CCN2C(=O)C2CCC2)[C@@H](CO)N3)c1	-9	-3.6	2	25
C[C@@H](NC(=O)C[C@H]1CC[C@@H]2[C@H](COC[C@@H](O)CN2Cc2cc(F)ccc2F)O1)c1ccccc1	-4	2.9	-4&-6	64
COc1ccc(CN(C)C[C@H]2Oc3ccc(NC(=O)Cn4cnnn4)cc3CC(=O)N([C@H](C)CO)C[C@H]2C)cc1	5	.	-6	36
CO[C@H]1CN(C)C(=O)c2cccc(C#N)c2OCC[C@@H]2CC[C@@H](OC)[C@@H](CN(C)C(=O)[C@@H]1C)O2	.	0.2	0	25
Cc1noc(C)c1NC(=O)Nc1cccc2c1O[C@@H](CN(C)Cc1ccncc1)[C@@H](C)CN([C@@H](C)CO)C2=O	-12	9.9	3	53
CCS(=O)(=O)Nc1ccc2c(c1)C(=O)N(C)[C@@H]1CC[C@H](CC(=O)NCc3ccc(OC)cc3)O[C@@H]1CO2	4	0.4	-3	20
C[C@H]1CN([C@@H](C)CO)C(=O)c2cc(NC(=O)c3ccncc3)ccc2O[C@H]1CN(C)Cc1ccc2c(c1)OCO2	43	1.4	-7	-8
Cc1ccc(S(=O)(=O)Nc2ccc3c(c2)C(=O)N([C@H](C)CO)C[C@H](C)[C@H](CN(C)S(=O)(=O)c2ccc(F)cc2)O3)cc1	-49	0.1	0	66

As a working copy, part of the list above:
SMILES	Pf Dd2 growth	GASC1 inh	C diff HTS	Tcruzi prolif
C[C@@H](NC(=O)C[C@H]1CC[C@@H]2[C@H](COC[C@@H](O)CN2Cc2cc(F)ccc2F)O1)c1ccccc1	-4	2.9	-4&-6	64
COc1ccc(CN(C)C[C@H]2Oc3ccc(NC(=O)Cn4cnnn4)cc3CC(=O)N([C@H](C)CO)C[C@H]2C)cc1	5	.	-6	36
CO[C@H]1CN(C)C(=O)c2cccc(C#N)c2OCC[C@@H]2CC[C@@H](OC)[C@@H](CN(C)C(=O)[C@@H]1C)O2	.	0.2	0	25
Cc1noc(C)c1NC(=O)Nc1cccc2c1O[C@@H](CN(C)Cc1ccncc1)[C@@H](C)CN([C@@H](C)CO)C2=O	-12	9.9	3	53
CCS(=O)(=O)Nc1ccc2c(c1)C(=O)N(C)[C@@H]1CC[C@H](CC(=O)NCc3ccc(OC)cc3)O[C@@H]1CO2	4	0.4	-3	20
